Bioassay records deposited in PubChem by several laboratories.
KOR beta-arrestin-1: KOR antagonists, beta-arrestin recruitment, cell-based, luminescence, uHTS (AID 1778). KOR beta-arrestin recruitment, luminescence, antagonist mode; higher % means a stronger effect. inhibition, % at 10 µM, or IC50 in µM where a hit was titrated. Kappa-type opioid receptor (Homo sapiens). 290,000 compounds, 0.091% hits; in the data active = inhibition above about 50%; note: strong numbers were not always called active
GPR35 arrestin U2OS: GPR35 antagonists blocking zaprinast-driven arrestin recruitment, primary screen, imaging, U2OS, beta-arrestin-GFP, zaprinast agonist (AID 2058); G-protein coupled receptor 35 (Homo sapiens); U2OS GPR35 beta-arrestin-GFP translocation imaging, zaprinast antagonism; higher % means a stronger effect; inhibition, % at 10 µM; hits with a dose series show IC50 in µM; 290,000 compounds, 0.052% hits;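 active = inhibition of at least 50% with at least 30 cells and total cytoplasm GFP at most 10,000,000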
West Nile virus CPE: West Nile virus antiviral activity, cell-based, CPE readout (AID 1621); West Nile virus-infected cells, CPE inhibition; higher % means a stronger effect; 290,000 compounds, 0.02% hits; CPE inhibition, % at 10 µM, or IC50 in µM where a hit was titrated; in the data active = a potency from the dose series; note: strong numbers were not always called active
GPR55 antagonists: GPR55 antagonists blocking LPI-driven arrestin recruitment, primary screen, imaging, U2OS, beta-arrestin-GFP, LPI agonist (AID 2013) | G-protein coupled receptor 55 (Homo sapiens) | U2OS GPR55 beta-arrestin-GFP translocation imaging, LPI antagonism; higher % means a stronger effect | one-dose inhibition, % at 10 µM; IC50 in µM for titrated hits | 290,000 compounds, 0.13% hits;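 active = spots per cell inhibited over 60%, with over 100 cells counted and total cytoplasm intensity under 500,000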;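 note: U2OS cells stably carrying GPR55 and arrestin-GFP stimulated by 5 µM LPI near EC80; imaged beta-arrestin-GFP aggregate spots per cell after agonist stimulation; plate controls were LPI-stimulated DMSO wells for no effect and DMSO wells without LPI for full effect; some results filed as inactive read as strong as hits; confirmed hits need IC50 under 10 µM and bright autofluorescent wells are also inconclusive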
NTR1 ag: agonists of NTR1, primary screen, imaging, U2OS cells, beta-arrestin-GFP, high content (AID 493036); NTR1-U2OS beta-arrestin-GFP spot imaging, agonist mode; Neurotensin receptor type 1 (Homo sapiens), P30989; activation, % at 20 µM; 330,000 compounds, 0.17% hits;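 active = activation at or above 40% of the spot to cytoplasm intensity ratio, with at least 20 cells analyzed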;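 note: 0% = DMSO without peptide and 100% = 100 nM NTR1 peptide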
Target sequence (P30989 whole entry, looked up): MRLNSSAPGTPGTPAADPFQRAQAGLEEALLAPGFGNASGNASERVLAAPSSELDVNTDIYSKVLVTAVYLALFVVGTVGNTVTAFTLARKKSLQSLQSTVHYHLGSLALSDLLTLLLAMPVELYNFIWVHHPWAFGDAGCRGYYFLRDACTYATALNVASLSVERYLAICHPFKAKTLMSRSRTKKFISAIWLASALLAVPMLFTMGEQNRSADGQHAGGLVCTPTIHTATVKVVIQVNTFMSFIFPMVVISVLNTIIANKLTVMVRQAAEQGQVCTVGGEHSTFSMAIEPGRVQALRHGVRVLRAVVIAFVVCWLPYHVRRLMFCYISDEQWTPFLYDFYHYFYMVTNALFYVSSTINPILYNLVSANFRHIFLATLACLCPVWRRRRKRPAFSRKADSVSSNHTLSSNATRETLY
GPR55 activation: GPR55 agonists via beta-arrestin recruitment, primary screen, imaging, U2OS cells, beta-arrestin-GFP redistribution (AID 1961); U2OS GPR55 beta-arrestin-GFP redistribution imaging; higher % means a stronger effect; activation, % at 10 µM, or EC50 in µM where a hit was titrated; 290,000 compounds, 0.048% hits;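 active = activation above 40% with more than 50 cells counted in the well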;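 note: U2OS osteosarcoma cells stably expressing GPR55 and beta-arrestin-GFP; plate controls were DMSO negative control for no effect and LPI positive control for full effect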
KOR beta-arrestin-2: KOR agonists, beta-arrestin recruitment, primary screen, cell-based, luminescence, uHTS (AID 1777); KOR beta-arrestin recruitment, luminescence; higher % means a stronger effect; 280,000 compounds, 0.02% hits; activation, % at 10 µM, or EC50 in µM where a hit was titrated; Kappa-type opioid receptor (Homo sapiens); in the data active = activation above about 50%, passing the limit was not always enough; note: a part of the inactive calls stands beside numbers as strong as those of hits
Salmonella PhoP GFP: inhibitors of PhoP regulon expression, primary screen, Salmonella Typhimurium, GFP reporter (AID 1863) | S. Typhimurium PhoP-regulated promoter GFP reporter, 4 h; higher % means a stronger effect | 300,000 compounds, 0.16% hits | one-dose inhibition, % at 50 µM; IC50 in µM for titrated hits;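 active = inhibition over 29.93%, a cutoff 3 SD above the screen mean, later confirmed by dose response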;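 note: 0% = low Mg2+ inducing control and 100% = high Mg2+ repressing control; strong numbers were not always called active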
T cell HTS: modulators of CD8 T cell-vesicle binding, primary screen, mouse 2C CD8+ T cells, flow cytometry; 2C CD8+ T cell-vesicle binding; stronger effect = lower value; calls only at 7 µM; 330,000 compounds, 0.068% hits; AID 2052, 2009;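 active = response, share of CD8 T cells binding vesicles, and their 90th percentile fluorescence all below set limits, cut at about 80% in these data, passing the limit was not always enough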
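Assay system – 2C mouse CD8+ T cells · Also added – QL9-loaded Drosophila micro-vesicles · Timing – Cell–vesicle co-incubation 1.5 h at 37 °C, staining 20 min on ice · Signal – flow cytometry of vesicle-bound cells · Measure – percent CD8+ FL2 mean versus row control · Controls – Peptide-free naked vesicles (low) and QL9 vesicles with 0.7% DMSO vehicle (high)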
T cell HTS vesicle-bound %: recorded beside T cell HTS, whose call it bears; double positive events, %; measured here: CD8+ vesicle-bound cell fraction;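 binding gate set so that unloaded-vesicle control wells show 10% double positive cells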
NTR1 ag cell count 20 µM: recorded beside NTR1 ag, whose call it bears; cell count; measured here: cell count, cytotoxicity flag
* hit, by the source's call; i = inactive; . = no result given; [ ] = another dose, or the depositor's remark.

SMILES	KOR beta-arrestin-1	GPR35 arrestin U2OS	West Nile virus CPE	GPR55 antagonists	NTR1 ag	NTR1 ag cell count 20 µM	GPR55 activation	KOR beta-arrestin-2	Salmonella PhoP GFP	T cell HTS	T cell HTS vesicle-bound %
CCc1ccc(-c2cn(C3CCCCC3)c(=S)[nH]2)cc1	-19%	0%	-0.7%	1%	2.3	61	-0.4%	3.6%	-6%	i	62
Cc1cccn2cc(CCNS(=O)(=O)c3cccs3)nc12	23%	-1%	0.1%	-9%	-1.9	60	-0.1%	-2.1%	2%	i	26
COc1cc(-c2nnc(-c3ccc(S(=O)(=O)c4ccccc4)cc3)o2)cc(OC)c1OC	-18%	-4%	0.0%	7%	.	.	-0.3%	3.3%	5%	.	.
CCOCCCN(CCC#N)C(=O)C1CCN(S(=O)(=O)c2ccc(-n3cnnn3)cc2)CC1	1%	0%	0.2%	2%	6.5	49	0.7%	2.4%	-3%	i	12
Nn1cnc2scc(-c3cccs3)c2c1=O	-19%	-2%	1.3%	-20%	-0.4	45	-0.3%	-2.8%	4%	i	43
O=C(C[n+]1cc(-c2ccc(Cl)c(Cl)c2)n2c1CCC2)OCc1ccccc1	-50%	-3%	-0.5%	5%	1.6	40	1.1%	5.7%	-2%	i	45
COc1cc(NC(=O)CS(=O)(=O)c2ccccc2)cc(OC)c1OC	36%	-9%	0.2%	10%	0.4	36	-0.1%	0.5%	2%	i	27
CC(=O)N/C(=C/c1ccc2c(c1)OCO2)C(=O)NCC(=O)O	-3%	0%	0.0%	-6%	-0.5	46	-0.3%	10%	-4%	i	46
COc1ccccc1NC(=O)C1CCCCC1	24%	6%	.	8%	-0.9	53	0.4%	-0.9%	6%	i	62
CSc1ccc(/C=N/S(=O)(=O)c2ccccc2)cc1	10%	-9%	-0.1%	-5%	-1.2	86	0.0%	-3.3%	3%	i	53
O=C(Cc1ccc(-c2ccccc2)cc1)OCC(=O)N1CCCC1=O	-18%	7%	-0.4%	-1%	-0.2	45	2.4%	7.7%	-1%	i	9
O=[N+]([O-])c1cccc(C(=S)N2CCN(c3ccccc3)CC2)c1	-26%	1%	-0.5%	-15%	1.9	36	-0.3%	11%	-3%	i	13
O=C(Nc1cc(S(=O)(=O)N2CCCC2)ccc1Cl)C1=COCCO1	-26%	16%	-0.7%	1%	-2.2	49	-0.1%	0.2%	8%	i	23
CC(C)(C)c1cc2nc3c(c(=O)n2[nH]1)CN(Cc1ccccc1)C3=O	3%	15%	0.1%	-7%	-0.2	27	-0.2%	3.9%	-8%	i	50
CCOc1cccc(NC(=O)C2CC(=O)N(C)C2)c1 (centres undefined)	4%	4%	-0.2%	2%	-0.4	43	-0.1%	1.1%	9%	i	21
CC12CCC(C(=O)NCc3ccccn3)(OC1=O)C2(C)C (centres undefined)	15%	8%	0.1%	-2%	0.0	50	0.2%	-3.9%	7%	i	54
O=S(=O)(CCCc1ccccc1)c1ncn[nH]1	-12%	15%	0.3%	1%	-2.2	57	0.3%	2.2%	16%	i	9
CCc1ccc(-c2cc(C)no2)cc1S(=O)(=O)N1CCN(C(=O)c2ccco2)CC1	19%	-13%	0.4%	-8%	1.2	59	-0.1%	2.8%	-4%	i	26
Cc1ccc(CNC2=NCCCCC2)n1C	-3%	-6%	0.1%	6%	-1.0	94	0.0%	-1.7%	-9%	i	22
O=C(NN1C(=O)C2C(c3ccccc3)C=CC(c3ccccc3)C2C1=O)c1ccncc1 (centres undefined)	-31%	-13%	0.3%	-4%	1.6	101	-0.2%	2.1%	-4%	i	56
COc1cc(CNCCN2CCOCC2)ccc1OCc1cccc(Cl)c1	-30%	2%	0.4%	8%	1.2	47	0.0%	-2.5%	7%	i	47
CN(C)CC(C)(C)CNS(=O)(=O)c1ccc(OC(F)(F)F)cc1	16%	-13%	0.0%	-5%	1.3	48	-0.3%	-4.9%	-6%	i	31
O=C(C1CCC1)N1CCN(c2ccc(C(F)(F)F)cc2[N+](=O)[O-])CC1	-3%	-3%	-1.4%	-2%	-0.4	51	0.0%	4.4%	-1%	i	7
CCOc1ccc(NC(=O)N[C@@H](Cc2ccccc2)C(=O)O)cc1	16%	10%	0.1%	6%	-1.8	63	-0.1%	-4.0%	-4%	i	54
CCCCN1CCN=C1Nc1ccccc1	-16%[20 µM]	-1%	-0.7%	1%	0.3	88	0.5%	.	-4%	i	23
Following part:
SMILES	KOR beta-arrestin-1	GPR35 arrestin U2OS	West Nile virus CPE	GPR55 antagonists	NTR1 ag	NTR1 ag cell count 20 µM	GPR55 activation	KOR beta-arrestin-2	Salmonella PhoP GFP	T cell HTS	T cell HTS vesicle-bound %
C=CCC(Nc1ccccc1)c1cccc(OC)c1OC (centres undefined)	1%	3%	0.3%	4%	0.8	50	-0.3%	0.7%	-5%	i	35
Cc1cccc2nc(-c3ccco3)c(Nc3ccc4c(c3)OCO4)n12	-6%	0%	-0.4%	6%	2.6	55	-0.1%	-5.2%	3%	i	48
CN(C)S(=O)(=O)c1cccc(C(=O)OCC(=O)N2c3ccccc3NC(=O)C2(C)C)c1	17%	-6%	0.2%	13%	1.1	82	0.1%	3.1%	-10%	i	10
CC(=O)Nc1cccc(NC(=S)Nc2cccc3ccccc23)c1	-19%	3%	0.1%	3%	3.3	63	-0.1%	-1.2%	-4%	i	66
O=C(CN1C(=O)c2ccccc2C1=O)Oc1ccc(Cl)cc1	-3%	0%	1.3%	5%	-1.6	94	-0.1%	-2.1%	0%	i	12
c1cc(-n2nnc3cnccc32)ccn1	28%	3%	0.4%	1%	-0.8	43	-0.1%	6.1%	-4%	i	32
CC(C)NC(=O)CSc1nnc(C2CC2)n1-c1ccccc1	-17%	2%	0.2%	-15%	0.4	42	-0.1%	0.7%	1%	i	50
Cc1cccc(N=C2NC(=O)CS2)c1	12%	-10%	0.4%	5%	1.4	38	0.6%	1.3%	0%	i	52
Cc1[nH]c2ccccc2c1SCC(=O)N1CCCCC1	4%	-3%	-0.5%	-3%	-0.6	39	0.2%	-3.1%	4%	i	32
O=C(Cc1ccc([N+](=O)[O-])cc1)N1CCc2ccccc2C1	7%	-9%	-1.5%	8%	-0.4	90	0.1%	0.4%	-3%	i	64
Fc1ccc(COc2ccc(-c3nnco3)cc2)c(Cl)c1	-60%	2%	0.6%	-2%	2.5	33	0.2%	1.5%	2%	i	13
N/N=C(/Cc1nc2ccccc2[nH]1)c1ccc([N+](=O)[O-])cc1	0%	1%	-0.3%	2%	0.4	43	-0.3%	-2.1%	6%	i	47
Cc1ccc(S(=O)(=O)Nc2cc(C(F)(F)F)ccc2N2CCOCC2)cc1	-10%	-4%	-1.1%	0%	4.0	56	0.2%	9.1%	-17%	i	38
Cc1cccc(OCCC(=O)Nc2ccc(Cl)cc2F)c1	5%[20 µM]	3%	0.0%	3%	3.3	57	-0.2%	-6.5%	-4%	i	57
CC(C)Oc1ccc(CNC(=S)N/N=C/c2ccc([N+](=O)[O-])cc2)cc1	-2%	-9%	0.0%	11%	1.9	48	-0.2%	-9.1%	9%	i	28
CC(C)(CNC(=O)c1cc2ccccc2o1)N1CCOCC1	-2%	-12%	0.1%	3%	-1.9	75	0.8%	-0.7%	-2%	i	50
O=C(/C=C/Sc1ncn[nH]1)c1ccc(Cl)cc1	31%	23%	3.0%	33%	14	56	1.5%	-4.0%	16%	i	29
CCCN(CCC)CCCNC(=O)CNC(=O)c1nn(-c2ccc(OC)cc2)c(=O)c2ccccc12	5%	10%	0.6%	2%	-1.0	59	0.1%	-1.3%	6%	i	39
CCOc1ccccc1Nc1nc(-c2sc(NC(=O)c3ccccc3)nc2C)cs1	-6%	2%	-1.1%	17%	-5.7	74	-0.1%	-2.9%	12%	i	44
C=Cc1ccc(COC(=O)c2cn(CC)c3nc(C)ccc3c2=O)cc1	-19%	4%	-0.7%	2%	1.5	95	-0.1%	0.9%	-5%	i	50
O=C(Nc1nc2nc(-c3ccccc3)cc(=O)n2[nH]1)c1ccccc1	-3%	-18%	0.7%	-12%	4.8	37	-0.2%	1.5%	-6%	i	23
COc1ccc2c3c(cccc13)C(=O)CC2	-22%	4%	0.7%	-9%	.	.	-0.3%	2.6%	-143%	i	31
CSc1nsc(SC)c1C(=O)NC(=O)Nc1cccnc1	2%	2%	1.0%	10%	0.3	35	0.2%	-3.6%	-4%	i	39
CC(C)c1ccc2c(c1)C(c1cccs1)=NNC(c1ccncc1)=N2	-52%[20 µM]	6%	-1.3%	6%	8.3	49	-0.1%	.	2%	i	38
CC1CN(CC(O)COCc2ccc3c(c2)OCO3)CC(C)O1 (centres undefined)	10%[20 µM]	17%	-0.4%	-21%	-1.1	80	-0.1%	-1.4%	-1%	i	56
Cc1ccc2cc(CN(Cc3ccc4c(c3)OCO4)Cc3nnnn3Cc3ccco3)c(=O)[nH]c2c1C	19%	-9%	0.2%	0%	1.7	42	-0.1%	51%	-2%	i	25
CCCOc1cccc(C(=O)N(Cc2cccs2)C2CCS(=O)(=O)C2)c1 (centres undefined)	18%	-3%	-0.8%	1%	3.7	57	-0.5%	0.9%	-4%	i	20
COc1ccc(CCNC(=O)CCNC(=O)c2ccco2)cc1OC	-17%	4%	0.3%	-8%	-0.3	65	-0.1%	1.2%	-7%	i	59
CCOC(=O)C1(CCOc2ccccc2)CCN(Cc2cccc(OCCO)c2)CC1	-26%[20 µM]	-2%	-1.5%	7%	2.2	58	-0.2%	-2.1%	4%	i	9
COc1cc(S(=O)(=O)N2CCN(Cc3ccccc3)CC2)ccc1Br	5%	8%	-0.2%	10%	-0.6	64	-0.2%	1.2%	0%	i	30

Only NTR1 ag, GPR55 antagonists and KOR beta-arrestin-1 (three entries from above):
molecule	NTR1 ag	GPR55 antagonists	KOR beta-arrestin-1
CC1CN(CC(O)COCc2ccc3c(c2)OCO3)CC(C)O1 (centres undefined)	-1.1	-21%	10%[20 µM]
CC(=O)Nc1cccc(NC(=S)Nc2cccc3ccccc23)c1	3.3	3%	-19%
Cc1ccc(S(=O)(=O)Nc2cc(C(F)(F)F)ccc2N2CCOCC2)cc1	4.0	0%	-10%
